Source: PubChem BioAssay
STK33 kin inh: inhibitors of human STK33 kinase; ADP-Glo luminescence, MBP substrate; inhibition, % at 12.5 µM; hit rate 0.44% among 27,000; in the data active = inhibition above about 20%; inconclusive = no clear call, values can overlap the other calls
Target sequence (Q9BYT3 whole entry, looked up): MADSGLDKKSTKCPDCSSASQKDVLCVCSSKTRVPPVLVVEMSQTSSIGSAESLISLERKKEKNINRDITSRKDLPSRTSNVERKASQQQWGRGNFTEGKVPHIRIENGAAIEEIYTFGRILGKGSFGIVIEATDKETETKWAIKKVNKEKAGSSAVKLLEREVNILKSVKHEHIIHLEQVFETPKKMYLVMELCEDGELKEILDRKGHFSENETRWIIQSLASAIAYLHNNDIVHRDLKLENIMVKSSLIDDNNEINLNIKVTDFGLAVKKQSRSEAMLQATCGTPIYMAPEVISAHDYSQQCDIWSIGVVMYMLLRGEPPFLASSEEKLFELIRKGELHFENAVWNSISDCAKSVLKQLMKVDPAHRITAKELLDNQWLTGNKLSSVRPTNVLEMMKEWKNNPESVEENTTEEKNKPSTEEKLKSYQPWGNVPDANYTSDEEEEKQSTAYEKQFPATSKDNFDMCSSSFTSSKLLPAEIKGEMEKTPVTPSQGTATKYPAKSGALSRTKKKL
p53 PUMA act: re-activators of the mutant p53 pathway; SW480 PUMA-promoter luciferase, p53 mutant reactivation; hit rate 1.5% among 28,000; activation, % at 9.98 µM; in the data active = activation above about 52%; inconclusive = no clear call, values can overlap the other calls
Active calls of the source: *; ? = inconclusive; / = not tested or not shown. This is a subset; the hit share may differ from the screen's.

Each structure is followed by: STK33 kin inh	p53 PUMA act
> C[C@H](CO)N1C[C@H](C)[C@@H](CN(C)Cc2cccc(C(=O)O)c2)Oc2ncc(/C=C/c3ccccc3)cc2C1=O
→ /	7
> CCn1cc(C(C)NC(=S)Nc2ccc(OC)cc2OC)c(C)n1 (configuration not stated)
→ 4	5
> C[C@@H]1CN([C@@H](C)CO)C(=O)c2cccc(NC(=O)c3nc4ccccc4s3)c2O[C@H]1CN(C)Cc1ccccc1
→ /	-11
> COc1ccc(S(=O)(=O)N(C)C[C@H]2Oc3c(NS(C)(=O)=O)cccc3C(=O)N([C@@H](C)CO)C[C@H]2C)cc1
→ /	3
> C[C@@H]1CN([C@@H](C)CO)C(=O)c2cc(NC(=O)Nc3ccc(F)cc3)ccc2O[C@@H](C)CCCCO[C@H]1CN(C)Cc1ccc(C(=O)O)cc1
→ /	8
> C[C@@H]1CN([C@H](C)CO)C(=O)Cc2cc(NC(=O)C3CC3)ccc2O[C@@H]1CN(C)S(=O)(=O)c1cn(C)cn1
→ 0	2
> COc1ccc(S(=O)(=O)N(C)C[C@H]2Oc3c(NC(=O)NC4CCCCC4)cccc3C(=O)N([C@H](C)CO)C[C@@H]2C)cc1
→ /	-16
> CS(=O)(=O)N(CC(=O)NC1CC2CCC1C2)c1cc(Cl)cc(Cl)c1 (configuration not stated)
→ 2	-10
> COC(=O)COc1cccc(NC(=O)c2cc(OC)c(OC)c(OC)c2)c1
→ -3	9
> COc1ccc(-c2cc(C)nc(SCC(=O)N3c4ccccc4Sc4ccccc43)n2)cc1
→ 3	-2
> C[C@@H]1CCCCO[C@H](CN(C)S(=O)(=O)c2ccc(Cl)cc2)[C@@H](C)CN([C@H](C)CO)C(=O)c2cc(NS(=O)(=O)c3ccccc3)ccc2O1
→ 3	/
> COc1ccccc1C#Cc1ccc2c(c1)O[C@@H](CN(C)Cc1ccccc1)[C@H](C)CN([C@@H](C)CO)S2(=O)=O
→ /	-60
> C[C@@H]1CCCCO[C@H](CN(C)CC2CC2)[C@H](C)CN([C@@H](C)CO)C(=O)c2cc(NC(=O)Nc3ccccc3)ccc2O1
→ /	-9
> CC(C)NC(=O)Nc1ccc2c(c1)C(=O)N([C@@H](C)CO)C[C@H](C)[C@@H](CN(C)S(=O)(=O)c1ccc(F)cc1)O2
→ -4	/
> C/C1=C/CC/C(CO)=C\[C@H]2OC(=O)C(CN3CCCC3C(=O)O)[C@@H]2[C@@H](OC(=O)C(C)CO)C1 (some centres not stated)
→ -6	-7
> Cc1ccc(S(=O)(=O)N(C)C[C@H]2OCCCC[C@H](C)Oc3ccc(NC(=O)Cc4ccccc4)cc3C(=O)N([C@@H](C)CO)C[C@@H]2C)cc1
→ /	-34
> C[C@@H]1CCCCO[C@@H](CN(C)Cc2ccncc2)[C@@H](C)CN([C@@H](C)CO)C(=O)c2cc(NS(=O)(=O)c3ccccc3)ccc2O1
→ /	2
> COC(=O)c1cccc(OCC(O)Cn2ccnc2)c1 (configuration not stated)
→ -6	11
> Cc1ccc(NC(=O)CC2NC3CCCCC3NC2=O)cc1Cl (configuration not stated)
→ -3	-9
> COc1ccc(C)cc1NC(=O)NCc1ccco1
→ 0	40
> Cc1noc(C)c1S(=O)(=O)Nc1ccc2c(c1)CC(=O)N([C@@H](C)CO)C[C@@H](C)[C@@H](CN(C)CC1CCCCC1)O2
→ -6	/
> C[C@@H]1CN([C@H](C)CO)C(=O)Cc2cc(NC(=O)Cc3cn(C)c4ccccc34)ccc2O[C@H]1CN(C)S(C)(=O)=O
→ -1	/
> C[C@@H]1CN([C@H](C)CO)C(=O)c2cc(-c3cccc(C(=O)N(C)C)c3)cnc2O[C@H]1CN(C)C(=O)Cc1ccccn1
→ /	3
> C[C@H]1CN([C@@H](C)CO)C(=O)c2cccc(NC(=O)c3cnccn3)c2O[C@H]1CN(C)C(=O)Nc1ccccc1
→ /	0
> C[C@H]1CN([C@@H](C)CO)C(=O)c2cc(NC(=O)Cc3ccccc3)ccc2O[C@H]1CN(C)C(=O)Nc1cccc2ccccc12
→ 1	/
> C[C@H]1CN([C@@H](C)CO)C(=O)c2cc(NC(=O)CCCN(C)C)ccc2O[C@H]1CN(C)CC1CCCCC1
→ 0	/
> Cc1ccc(-c2nc3ncccc3o2)cc1NC(=O)COc1ccc(C2CCCCC2)cc1
→ 7	-51
> Cc1cccc(C#Cc2ccccc2)n1
→ /	85*
> O=C(Nc1ccc(Cl)cc1)Nc1ccc(S(=O)(=O)Nc2ncccn2)cc1
→ 9	-3
> CC(C)NC(=O)N(C)C[C@H]1Oc2ccc(NS(=O)(=O)c3ccc(Cl)cc3)cc2C(=O)N([C@H](C)CO)C[C@@H]1C
→ /	2
> Cc1c(O)c(C(=O)c2nn[nH]n2)c(=O)n(-c2ccccc2)c1-c1ccccc1
→ 1	/
> C[C@@H]1CN([C@H](C)CO)C(=O)Cc2cc(NC(=O)CCN3CCOCC3)ccc2O[C@@H]1CN(C)S(C)(=O)=O
→ 0	/
> Cc1nc(-c2ccccc2O)n(CCN2CCOCC2)n1
→ -5	2
> COc1ccc(NC(=O)N(C)C[C@@H]2OCc3ccccc3-c3ccccc3C(=O)N([C@H](C)CO)C[C@@H]2C)c(OC)c1
→ /	0
> C[C@H]1CN([C@@H](C)CO)C(=O)c2cc(C3=CCCCC3)cnc2O[C@H]1CN(C)C(=O)c1cccc(F)c1
→ /	4
> Cc1noc(C)c1S(=O)(=O)N(C)C[C@@H]1Oc2ccc(NC(=O)Nc3cccc4ccccc34)cc2CC(=O)N([C@H](C)CO)C[C@H]1C
→ 6	/
> CCOc1ccc(NC(=O)CC2C(=O)NCCN2C(=O)Nc2ccccc2)cc1 (configuration not stated)
→ -1	13
> C[C@@H]1CCCCO[C@H](CN(C)S(=O)(=O)c2ccc(F)cc2)[C@@H](C)CN([C@H](C)CO)C(=O)c2cc(NC(=O)Nc3cccc4ccccc34)ccc2O1
→ -1	/
> C[C@H]1CN([C@@H](C)CO)C(=O)Cc2cc(NS(=O)(=O)c3cccs3)ccc2O[C@H]1CN(C)CC1CCCCC1
→ 1	/
> COc1ccc(OC)c(NC(=O)CSc2nc(C)cc(C)n2)c1
→ -2	-8
> COc1ccc(NC(=O)N(C)C[C@H]2OCCCC[C@@H](C)Oc3ccc(NC(=O)CCCN(C)C)cc3C(=O)N([C@H](C)CO)C[C@@H]2C)cc1
→ -2	3
> Cn1c(=O)c2c(nc(NCc3cccnc3)n2Cc2cccc(Br)c2)n(C)c1=O
→ 0	-60
> COc1ccc(NC(=O)N(C)C[C@@H]2Oc3ccc(NS(=O)(=O)c4ccc(F)cc4)cc3C(=O)N([C@@H](C)CO)C[C@H]2C)cc1
→ 0	/
> O=C(Cn1cnc2ccccc2c1=O)Nc1ccc(S(=O)(=O)N2CCOCC2)cc1
→ -2	0
> CN1C(=O)CC(n2c(CO)nc3ccccc32)C1=O (configuration not stated)
→ -1	5
> CC(C)C#Cc1ccc2c(c1)O[C@H](CN(C)Cc1ccccc1)[C@H](C)CN([C@H](C)CO)S2(=O)=O
→ /	-29
> CCCC#Cc1cnc2c(c1)C(=O)N([C@@H](C)CO)C[C@H](C)[C@@H](CN(C)C(=O)NC1CCCC1)O2
→ /	-3
> CNC[C@@H]1OCCCC[C@@H](C)Oc2ccc(NC(=O)Nc3ccc(C(F)(F)F)cc3)cc2C(=O)N([C@H](C)CO)C[C@@H]1C
→ -2	/
> COc1ccc(NC(=O)Nc2cccc3c2O[C@H](CN(C)S(=O)(=O)c2cccs2)[C@H](C)CN([C@H](C)CO)C3=O)cc1
→ /	-6
> CCOC(=O)c1c(NC(=O)CSc2cc(C)c3ccccc3n2)sc(C)c1C
→ 4	10

Rewritten bar-delimited: entries from further up
SMILES | STK33 kin inh | p53 PUMA act
CC(C)C#Cc1ccc2c(c1)O[C@H](CN(C)Cc1ccccc1)[C@H](C)CN([C@H](C)CO)S2(=O)=O | / | -29
CCCC#Cc1cnc2c(c1)C(=O)N([C@@H](C)CO)C[C@H](C)[C@@H](CN(C)C(=O)NC1CCCC1)O2 | / | -3
COc1ccc(NC(=O)N(C)C[C@@H]2Oc3ccc(NS(=O)(=O)c4ccc(F)cc4)cc3C(=O)N([C@@H](C)CO)C[C@H]2C)cc1 | 0 | /
O=C(Cn1cnc2ccccc2c1=O)Nc1ccc(S(=O)(=O)N2CCOCC2)cc1 | -2 | 0

(listing goes on)
Each structure is followed by: STK33 kin inh	p53 PUMA act
> CCOC(=O)c1sc(NC(=S)Nc2ccc3c(c2)OCCO3)c(C(=O)OCC)c1C
→ 6	23
> COc1ccc(OC(C)C(=O)Nc2cc3oc4ccccc4c3cc2OC)cc1 (configuration not stated)
→ 2	?
> C[C@H](CO)N1C[C@H](C)[C@@H](CN(C)C(=O)C2CCOCC2)Oc2ncc(C#CC(C)(C)O)cc2C1=O
→ /	-2
> Cc1cc(C)nc(N2CC(=O)N(CCOc3ccc(Br)cc3)C2=O)n1
→ /	-1
> Cc1noc(C)c1S(=O)(=O)Nc1ccc2c(c1)C(=O)N([C@@H](C)CO)C[C@H](C)[C@@H](CN(C)C(=O)Nc1ccccc1)O2
→ /	1
> COc1ccc(S(=O)(=O)N(C)C[C@H]2Oc3ccc(NC(=O)Cc4ccccc4)cc3CC(=O)N([C@H](C)CO)C[C@@H]2C)cc1
→ /	0
> COc1ccc(NC(=O)Nc2ccc3c(c2)C(=O)N([C@H](C)CO)C[C@H](C)[C@@H](CN(C)S(C)(=O)=O)O3)cc1
→ /	7
> C[C@H]1CN([C@@H](C)CO)C(=O)c2cc(NC(=O)Cn3cnnn3)ccc2O[C@@H]1CN(C)C(=O)Nc1ccc2c(c1)OCO2
→ 0	/
> C[C@H](CO)N1C[C@H](C)[C@H](CN(C)S(=O)(=O)c2ccccc2)Oc2ncc(C#CC(C)(C)O)cc2C1=O
→ 4	7
> C[C@@H]1CCCCO[C@H](CN(C)CC2CCCCC2)[C@@H](C)CN([C@H](C)CO)C(=O)c2cc(NC(=O)c3ccccc3)ccc2O1
→ -1	/

Record cards, as listed above:
C[C@H](CO)N1C[C@H](C)[C@H](CN(C)S(=O)(=O)c2ccccc2)Oc2ncc(C#CC(C)(C)O)cc2C1=O as listed: STK33 kin inh: 4; p53 PUMA act: 7
CCOC(=O)c1sc(NC(=S)Nc2ccc3c(c2)OCCO3)c(C(=O)OCC)c1C as listed: STK33 kin inh: 6; p53 PUMA act: 23

Additional records follow:
Each structure is followed by: STK33 kin inh	p53 PUMA act
> C[C@H]1CN([C@@H](C)CO)C(=O)Cc2cc(NC(=O)C3CCCCC3)ccc2O[C@@H]1CN(C)Cc1ccccc1
→ 0	/
> C[C@H]1CN([C@@H](C)CO)C(=O)Cc2cc(NC(=O)C3CC3)ccc2O[C@@H]1CN(C)Cc1ccc(Oc2ccccc2)cc1
→ -1	/
> C[C@@H]1CN([C@H](C)CO)C(=O)Cc2cc(NC(=O)Nc3ccccc3)ccc2O[C@H]1CN(C)Cc1ccc(Cl)c(Cl)c1
→ 0	/
> C=CCN1C(=O)[C@]2(O[C@H](CCn3cc(CCO)nn3)[C@@H]([Si](C)(C)c3ccc(OC)cc3)[C@@H]2C)c2cc(N3C(=O)c4cccc5cccc3c45)ccc21
→ 18	/
> CN(C)c1ccc2c(c1)[C@@H]1C[C@@H](CC(=O)NC3CCCCC3)O[C@@H](CO)[C@@H]1O2
→ /	6
> C[C@H]1CN([C@@H](C)CO)C(=O)CCCn2nncc2CO[C@H]1CN(C)C
→ 0	-3
> COc1cccc(N(CC(=O)Nc2ccc(OC)c(Cl)c2)S(C)(=O)=O)c1
→ -2	0
> COc1ccc2c(c1)C(O)(CC(=O)c1ccc3ccccc3c1)C(=O)N2 (configuration not stated)
→ -3	5
> C[C@@H]1CCCCO[C@H](CN(C)S(=O)(=O)c2ccccc2)[C@@H](C)CN([C@H](C)CO)C(=O)c2cc(NC(=O)Nc3cccc4ccccc34)ccc2O1
→ 3	/
> COc1ccc2c(c1)CCC1C2CCC2(C)C(=O)CCC12 (configuration not stated)
→ 2	/
> C[C@@H]1CN([C@@H](C)CO)C(=O)Cc2cc(NC(=O)Nc3ccc(F)cc3)ccc2O[C@@H]1CN(C)S(C)(=O)=O
→ 0	/
> COc1ccc(OC)c(NC(=O)CC2Sc3ccccc3NC2=O)c1 (configuration not stated)
→ -2	-15
> Cc1ccc(NC(=O)CSc2nccc(C)n2)cc1
→ 1	11
> O=C(NCc1ccco1)C1CC(c2ccccc2Cl)=NO1 (configuration not stated)
→ 6	30
> C[C@H](CO)N1C[C@H](C)[C@H](CN(C)C)Oc2ncc(-c3cccc(C(F)(F)F)c3)cc2C1=O
→ -1	3
> C[C@H](CO)N1C[C@H](C)[C@H](CN(C)C(=O)NC2CCCCC2)OCc2ccccc2-c2c(n(C)c3ccccc23)C1=O
→ /	-3
> C/C=C/c1cnc2c(c1)C(=O)N([C@@H](C)CO)C[C@H](C)[C@H](CN(C)C(=O)c1ccc3c(c1)OCO3)O2
→ /	-1
> Cc1cc(NC(=O)c2nn3c(C(F)(F)F)cc(-c4ccccc4)nc3c2Cl)nn1CC(=O)N1CCOCC1
→ 3	-8
> O=C1O[C@H](c2ccccc2)[C@H](c2ccccc2)N2[C@H]1[C@@H](C(=O)NC[C@H](O)c1ccccc1)[C@]1(C(=O)Nc3ccccc31)[C@H]2c1ccc(OCCO)cc1
→ 12	/
> C[C@@H]1CN([C@@H](C)CO)C(=O)c2cc(N(C)C)ccc2O[C@H]1CN(C)CC1CCCCC1
→ /	13
> COCCOC(=O)N1C(=O)[C@@]2(c3cc(C#Cc4ccc(OC)cc4)ccc31)[C@H](C(=O)NC[C@H](O)c1ccccc1)[C@H]1C(=O)O[C@H](c3ccccc3)[C@H](c3ccccc3)N1[C@@H]2c1ccc(O)cc1
→ 7	/
> O=C(CCN1C(=O)c2ccccc2S1(=O)=O)NCc1ccco1
→ -2	21
> C[C@@H]1CN([C@@H](C)CO)C(=O)Cc2cc(N(C)C)ccc2O[C@@H]1CN(C)Cc1ccc2c(c1)OCO2
→ -1	/
